PLC-beta3 inh: human PLC-beta3 inhibitors, primary screen, biochemical, fluorescence; Purified PLC-beta3, fluorogenic substrate; 1-phosphatidylinositol 4,5-bisphosphate phosphodiesterase beta-3 (Homo sapiens), Q01970; AID 720704, 2013; 0.18% of 370,000 active; inhibition, % at 12.2 µM; in the data active = inhibition above about 11%;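 also: 0% = median of compound wells on plate and 100% = full blocker control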
DAX1 inh-1: DAX1 (NR0B1) inhibitors on StAR promoter, primary screen, cell-based, luminescence, SF-1 (NR5A1), full-length DAX-1. 1.1% of 370,000 active. AID 652010, 2013. inhibition, % at 6.8 µM. HEK293T StAR-luciferase reporter, SF-1/DAX-1 repression relief;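 active = inhibition above the mean over all tested compounds plus 3 SD, cut at about 3.6% in these data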;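 also: 0% = DAX-1 cells with DMSO and 100% = cells lacking DAX-1 with DMSO; higher inhibition means more luminescence from relief of DAX-1 repression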
hgDAF12 agonist: H. glycines DAF-12 receptor agonists, primary screen, cell-based, luminescence, HEK293, GAL4 fusion, UAS-luciferase; Nuclear hormone receptor DAF-12 (Heterodera glycines), GAL4 fusion; HEK293 GAL4-hgDAF12 UAS-luciferase reporter, agonist luminescence; normalized to butyrate control; activation, % at 6.8 µM; 1.8% of 370,000 active; AID 687014, 2013;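 active = activation above a cutoff set at the mean of all screened compounds plus 3 SD, cut at about 10% in these data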;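 also: 0% = DMSO wells and 100% = sodium butyrate wells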
PLC-gamma1 inh: PLC-gamma1 enzyme inhibitors, primary screen, biochemical, fluorescence, purified enzyme; AID 720700, 2013; inhibition, % at 12.2 µM; fluorogenic substrate; 0.84% of 370,000 active; 1-phosphatidylinositol 4,5-bisphosphate phosphodiesterase gamma-1 (Homo sapiens), P19174; in the data active = inhibition above about 9.5%
ssDAF-12 act: S. stercoralis DAF-12 nuclear receptor activators, primary screen, cell-based, luminescence, HEK293, GRIP1 co-expression, lit1-tk-luc; AID 652126, 2013; HEK293 ssDAF-12/GRIP1 lit1-tk-luc reporter; % of 3 µM dafachronic acid response; 1% of 370,000 active; activation, % at 6.8 µM; Nuclear hormone receptor DAF-12 (Strongyloides stercoralis);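 active = activation above the mean over all tested compounds plus 3 SD, cut at about 0.9% in these data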;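 also: 0% = DMSO-only wells and 100% = 3 µM delta7-dafachronic acid wells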
NR1D1 modulator: modulators of Rev-erb alpha DNA binding, primary screen, biochemical, FITC-DNA, fluorescence polarization, uHTS; activity, % at 10 µM; Nuclear receptor subfamily 1 group D member 1 (Homo sapiens), P20393; Rev-erbα–FITC-DNA binding, 90 min; 0.79% of 370,000 active;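 active = activity above about 14%, limit read from the data; passing the limit was not always enough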;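 also: 0% = DMSO wells with 35 nM protein and 100% = DMSO wells with 750 nM protein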
Target sequence (P20393 whole entry, looked up): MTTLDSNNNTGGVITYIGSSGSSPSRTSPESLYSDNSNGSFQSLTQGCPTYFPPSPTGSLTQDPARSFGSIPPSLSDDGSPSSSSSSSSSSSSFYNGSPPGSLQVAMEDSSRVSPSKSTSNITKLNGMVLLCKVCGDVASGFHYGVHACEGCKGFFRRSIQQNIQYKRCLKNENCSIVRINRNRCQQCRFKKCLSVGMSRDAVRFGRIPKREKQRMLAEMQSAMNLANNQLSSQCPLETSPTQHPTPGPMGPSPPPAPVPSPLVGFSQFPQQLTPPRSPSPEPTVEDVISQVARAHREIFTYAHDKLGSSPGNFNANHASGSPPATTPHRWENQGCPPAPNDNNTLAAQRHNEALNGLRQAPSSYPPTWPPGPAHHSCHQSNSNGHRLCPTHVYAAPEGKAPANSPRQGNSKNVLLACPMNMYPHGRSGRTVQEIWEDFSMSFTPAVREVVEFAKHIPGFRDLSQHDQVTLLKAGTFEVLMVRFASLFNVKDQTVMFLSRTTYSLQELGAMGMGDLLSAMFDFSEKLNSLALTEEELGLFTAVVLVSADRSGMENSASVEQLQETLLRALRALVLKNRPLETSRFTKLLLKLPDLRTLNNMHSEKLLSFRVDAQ
hcDAF12 agonist: H. contortus DAF-12 nuclear receptor activators, primary screen, cell-based, luminescence, HEK293, lit1-tk-luc reporter; HEK293 hcDAF-12 lit1-tk-luc reporter; 0% DMSO, 100% Δ7-dafachronic acid; activation, % at 6.8 µM; 1.4% of 370,000 active;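 active = activation above the mean of all tested compounds plus 3 SD, cut at about 5.5% in these data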;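 also: 100% = response to 3 µM Δ7-dafachronic acid high control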
ADAM17 inh: ADAM17 inhibitors, primary screen, biochemical, QFRET. 0.83% of 370,000 active. inhibition, % at 6.95 µM. AID 720648, 2013. recombinant ADAM17, EDANS/DABCYL FRET peptide cleavage;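 active = inhibition above the mean of compounds lying between control limits plus 3 SD, set per campaign, cut at about 8.5% in these data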;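 also: 0% = DMSO-only wells as the low control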
DAX1 inh-2: DAX1 (NR0B1) inhibitors, primary screen, cell-based, HEK293, Gal4-DAX1, luciferase luminescence; inhibition, % at 6.75 µM; HEK293 Gal4-DAX1 luciferase reporter; AID 504766, 2011; 0.99% of 340,000 active; Nuclear receptor subfamily 0 group B member 1 (Homo sapiens), P51843;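 active = inhibition above the mean over all tested compounds plus 3 SD, cut at about 4.2% in these data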;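 also: 0% = DAX1-transfected cells with DMSO and 100% = empty-vector control cells with DMSO; inhibition shows as a rise in luminescence from relieved DAX1 repression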
Target sequence (P51843 207-470 limits assumed): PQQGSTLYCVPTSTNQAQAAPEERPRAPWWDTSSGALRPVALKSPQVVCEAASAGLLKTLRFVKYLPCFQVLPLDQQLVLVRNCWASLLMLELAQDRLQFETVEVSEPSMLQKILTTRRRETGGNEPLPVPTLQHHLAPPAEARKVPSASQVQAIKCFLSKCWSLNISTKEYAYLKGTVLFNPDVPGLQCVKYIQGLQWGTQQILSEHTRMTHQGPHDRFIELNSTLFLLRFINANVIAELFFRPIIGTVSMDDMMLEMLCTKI
SMARCA2 act: SMARCA2 (BRM) function activators, primary screen, cell-based, luminescence, high throughput | 1% of 370,000 active | activation, % at 9.1 µM | MG213 cells, MMTV-luciferase reporter, dexamethasone, overnight; in the data active = activation above about 7.8%;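 also: 0% = vehicle wells and 100% = reference activator wells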
MBD2 inh: inhibitors of MBD2 binding to methylated DNA, primary screen, biochemical, TR-FRET, DNA-binding domain, human; MBD2 binding to methylated oligonucleotide; inhibition, % at 4.4 µM; 0.31% of 370,000 active; AID 686964, 2013; in the data active = inhibition above about 13%
Active calls of the source: *; / = no result given. Outcome played no part in choosing rows; any-hit rate near 7.4%.

Every second line gives: PLC-beta3 inh | DAX1 inh-1 | hgDAF12 agonist | PLC-gamma1 inh | ssDAF-12 act | NR1D1 modulator | hcDAF12 agonist | ADAM17 inh | DAX1 inh-2 | SMARCA2 act | MBD2 inh
- CN(CC(=O)NC1CCCCC1)S(=O)(=O)c1ccc(Cl)cc1
    4 | 0.9 | 1.0 | 0 | -0.4 | -4 | -1.0 | -3 | 1.2 | 0 | 0
- CCO[C@H]1OC(C(=O)N2CCN(Cc3ccccc3)CC2)=C[C@@H](C)[C@@H]1CCCO
    4 | -0.4 | 0.1 | -1 | -1.0 | 4 | -1.8 | -4 | 0.6 | 0 | -5
- O=C(NCCN1CCOCC1)c1ccc2c(c1)N(Cc1cccc(Cl)c1)C(=O)c1ccccc1S2(=O)=O
    2 | -0.5 | -1.2 | -1 | -1.4 | -7 | -2.7 | 1 | 1.6 | -1 | -4
- C=C1CC(COc2ccc3c(C)c(Cl)c(=O)oc3c2)(c2ccccc2)OC1=O (stereo not drawn)
    -143 | -5.2 | -12 | -111 | -1.7 | 12 | -2.4 | -274 | -2.6 | -10 | -3
- COc1ccc(N2CCN(C(=O)CCC(=O)c3cc(C)sc3C)CC2)cc1
    -3 | -0.3 | -3.8 | -2 | -1.7 | -8 | -2.0 | -2 | 0.6 | -1 | -1
- CCCOc1ccc(C(=O)N2CCN(c3ccc(NC(=O)CC)cc3Cl)CC2)cc1
    3 | -0.7 | 2.8 | 2 | -1.9 | -3 | -2.0 | 2 | -0.8 | 0 | -3
- O=C(O)CCSCc1ccccc1F
    3 | -0.5 | 0.5 | 1 | -1.6 | / | -1.7 | -1 | 1.0 | 2 | 3
- CCOc1ccc(NC(=O)CSc2cn[nH]n2)cc1
    2 | 0.5 | -3.5 | 4 | -1.3 | -7 | -1.4 | -3 | 0.3 | -3 | -3
- CNC(=O)c1ccc(CN(C)C(=O)c2cccc(S(=O)(=O)N3CCc4ccccc4C3)c2)cc1
    -1 | -0.4 | 0.3 | 5 | -1.5 | -3 | -1.4 | -2 | 1.9 | -3 | 3
- Cc1cccc(OCC(=O)NC(Cc2ccccc2)C(=O)O)c1 (stereo not drawn)
    -2 | -0.3 | -0.3 | 1 | -0.9 | -3 | -0.1 | 0 | -1.1 | -2 | 2
- Cc1c(C(=O)N(Cc2nnc(-c3ccccc3Cl)o2)C2CC2)oc2ccccc12
    -6 | -0.7 | 2.6 | -6 | 0.0 | -8 | 3.2 | 0 | 0.8 | -4 | -2
- CC(=O)N1CCC(=O)N(C(C)C)c2ccccc21
    2 | 0.4 | 0.1 | 0 | -1.3 | 0 | -0.1 | 1 | 0.9 | -1 | -3
- CCC(C(=O)NC1CCCC1)N(C(=O)c1snc(C(N)=O)c1N)c1ccc(OC)c(OC)c1 (stereo not drawn)
    -11 | 0.1 | -1.9 | -4 | -0.9 | -7 | 0.1 | -5 | 0.5 | -2 | 2
- COc1c(Cl)cnn(-c2ccc(C)cc2)c1=O
    1 | -0.4 | -0.5 | 1 | -1.1 | -4 | -0.8 | -5 | 0.4 | 3 | 1
- CCOC(=O)C(CC)Sc1ncnc2nc[nH]c12 (stereo not drawn)
    1 | 0.0 | -0.1 | -1 | -1.4 | -2 | -1.8 | -5 | 1.4 | -2 | -5
- Cc1ccc(S(=O)(=O)Cn2nnnc2C(c2ccccn2)N2CCN(c3ccccc3)CC2)cc1 (stereo not drawn)
    0 | 1.1 | -1.7 | -1 | -1.2 | 0 | -1.0 | 3 | -0.7 | -2 | 2
- COc1ccc(NC(=S)NCc2ccco2)cc1
    -3 | 0.0 | -0.4 | -1 | -1.7 | 5 | -0.7 | -2 | -0.1 | 2 | -6
- O=C1CCC/C(=N\NC(=O)c2ccc(COc3cccc4cccnc34)cc2)C1
    -472 | 0.1 | 4.4 | -418 | -1.4 | -4 | -1.7 | -99 | -1.9 | -2 | 3
- CC(Sc1nncs1)C(=O)NCC(=O)Nc1ccc(F)c(F)c1F (stereo not drawn)
    0 | 0.2 | 1.1 | 1 | -1.6 | 6 | -0.3 | -4 | -0.1 | -2 | 3
- CCCC/C=C1/[C@H](c2ccccc2)N(C)C2=N[C@H](c3ccccc3)CC(=O)N21
    -1 | / | -0.8 | -2 | -2.2 | -7 | -2.6 | -3 | / | / | 3
- COc1ccc(C(=O)CSc2nnc(CN3CCCCC3)n2-c2ccc(F)cc2)cc1
    -3 | -0.5 | 3.1 | -2 | -1.5 | 3 | -1.7 | -4 | -2.5 | -3 | 4
- CNS(=O)(=O)c1cccc(C(=O)NCC2(N3CCOCC3)CCCCC2)c1
    0 | 0.6 | -2.8 | 1 | -1.2 | -1 | -0.5 | -2 | -0.2 | -4 | 0
- CCN1CCN(CC(O)COCc2cc(OC)c(OC)c(OC)c2)CC1 (stereo not drawn)
    1 | -0.1 | -0.7 | 0 | -1.7 | -2 | -1.2 | -2 | -1.2 | 0 | 1
- CCN1CCN(C(=O)C2CCCN(S(=O)(=O)c3ccc(OC)c(OC)c3)C2)CC1 (stereo not drawn)
    -5 | -0.2 | -1.4 | -1 | -1.3 | -1 | -3.0 | -4 | 0.3 | 0 | 2
- O=C(Nc1cnc2ccccn2c1=O)c1ccc(F)cc1
    -12 | 1.4 | 11* | -6 | -0.5 | 9 | 1.1 | -6 | 2.9 | 6 | -2
- COc1ccc(C2NC(=O)NC(C)=C2C(C)=O)cc1 (stereo not drawn)
    -4 | -0.1 | -0.3 | 0 | -1.1 | -11 | 0.1 | -1 | 0.6 | 0 | 9
- O=C(N1CCN(CCO)CC1)N1c2ccccc2CCc2ccccc21
    -3 | 0.1 | -0.5 | 0 | -0.6 | -3 | 0.8 | -2 | 2.8 | -1 | 3
- CCC(=O)NCCc1nc2cc(NC(=O)c3ccc(OC)cc3)ccc2n1C
    0 | 1.3 | 7.9 | 0 | -0.6 | -2 | 1.1 | -3 | 0.0 | 4 | 3
- CC(C)c1cc(C(=O)NCc2ccco2)no1
    -2 | 1.8 | 6.0 | 0 | -0.7 | -4 | 0.0 | -5 | 0.5 | 9.0* | 5
- CC(=O)c1ccc(N2CCN(S(=O)(=O)c3c(C)[nH]c(=O)[nH]c3=O)CC2)cc1
    0 | -0.2 | 0.2 | -8 | -0.9 | -4 | -0.9 | -2 | 2.1 | -1 | -2
- O=C(c1ccc2c(=O)n3c(nc2c1)CCC3)N1CCCSC1=Nc1ccccc1
    -12 | -0.2 | -0.4 | -1 | -0.8 | -6 | 0.7 | -7 | -1.9 | -1 | -1
- Cc1ccc(N=Cc2c(C)[nH]n(-c3nc4ccccc4[nH]3)c2=O)cc1
    -1 | -0.5 | 1.7 | 4 | 0.4 | -3 | 0.0 | -1 | -1.0 | 2 | 1
- O=C(c1ccccc1)N1CCCCCC1
    5 | -0.4 | 2.2 | 2 | -1.3 | 6 | 1.6 | 2 | -0.1 | 3 | 1
- CCOC(=O)C1CCCN(c2c(NCc3ccco3)c(=O)c2=O)C1 (stereo not drawn)
    0 | 0.2 | -1.2 | 0 | -0.9 | -2 | -1.1 | -1 | 0.3 | 0 | -1
- COc1ccc(C2C(C(=O)N3CCN(c4ccccc4Cl)CC3)CC(=O)N2c2ccc(OC)cc2)cc1 (stereo not drawn)
    1 | -0.9 | -1.4 | -4 | -1.9 | 6 | -3.0 | 2 | / | -1 | 0
- Cn1nccc1C(=O)N1CCCC(N2CCN(Cc3ccc4c(c3)OCO4)CC2)C1 (stereo not drawn)
    -9 | -1.2 | -0.6 | 4 | -0.8 | -6 | 0.4 | -2 | 0.5 | 2 | -2
- Cc1ccccc1-c1nc(CS(=O)(=O)CC(=O)N(C)C2CCCCC2)c(C)o1
    3 | -1.9 | -4.2 | -2 | -2.0 | -4 | -1.9 | -2 | -0.9 | -4 | 3
- N#C/C(=C\c1cccc(Cl)c1)c1n[nH]c(Cn2cncn2)n1
    -22 | -0.3 | 0.1 | -22 | -1.0 | -5 | 0.5 | -13 | -0.6 | -1 | 4
- COc1ccccc1NC(=O)Cn1nc(-c2ccncc2)nc1SCC(=O)NC1CCCC1
    -4 | 0.1 | -5.7 | 3 | -1.2 | 3 | -1.5 | 1 | 0.2 | 4 | -6
- O=C(c1ccco1)N1CCN(CC2CC3C=CC2C3)CC1 (stereo not drawn)
    4 | 1.2 | 2.2 | 1 | -1.2 | -5 | 0.7 | 0 | -0.3 | -2 | 0
- CCOC(=O)c1ccc(N2C(=O)CC(C)(CC)CC2=O)cc1
    -25 | 0.1 | -3.1 | -10 | -1.9 | 2 | -0.6 | -4 | -0.8 | 5 | -2
- CCCCNC(=O)C1CC(c2ccc(C(F)(F)F)cc2)=NO1 (stereo not drawn)
    1 | 0.3 | 0.3 | 2 | -1.1 | 4 | -0.3 | 4 | -0.9 | -1 | -5
- O=C(O)CCSc1nnc(COc2ccc([N+](=O)[O-])cc2)n1-c1ccccc1
    -3 | 1.0 | -0.3 | 11* | -1.4 | 5 | -0.3 | 6 | 1.3 | -4 | 4
- Cc1ccc(C)c(S(=O)(=O)N2CCN(C(=O)[C@@H](NC(=O)c3ccc(F)cc3)C(C)C)CC2)c1
    -2 | 0.6 | -5.2 | 0 | -0.6 | 6 | -1.1 | -6 | 0.7 | -2 | 4
- CCCCNC(=O)COC(=O)C1CCN(S(=O)(=O)c2ccc3c(c2)OCCO3)CC1
    -3 | 1.8 | 0.7 | 2 | -0.9 | 2 | -1.5 | 1 | 0.3 | 1 | -4
- CN(C)c1ccc(C(=O)NNC(=O)C23CC4CC(CC(C4)C2)C3)cc1
    2 | 1.4 | 4.9 | 1 | -0.4 | -2 | 1.3 | -1 | 2.2 | 1 | 1
- Cc1ccnc(N(C(=O)c2cccs2)C(=O)c2cccs2)c1
    2 | 2.2 | 13* | 1 | 0.0 | 0 | 2.3 | -1 | 2.5 | 11* | 1

Source: PubChem BioAssay
